SENP8 block-1 – SENP8 protease inhibitors, primary screen, biochemical, luminescence; Sentrin-specific protease 8 (Homo sapiens), Q96LD8; purified SENP8, Z-RLRGG-aminoluciferin cleavage; inhibition, % at 10 µM; actives 1.2% (n = 330,000); AID 2540, 2010; in the data active = inhibition above about 50%
Target sequence (Q96LD8 whole entry, looked up): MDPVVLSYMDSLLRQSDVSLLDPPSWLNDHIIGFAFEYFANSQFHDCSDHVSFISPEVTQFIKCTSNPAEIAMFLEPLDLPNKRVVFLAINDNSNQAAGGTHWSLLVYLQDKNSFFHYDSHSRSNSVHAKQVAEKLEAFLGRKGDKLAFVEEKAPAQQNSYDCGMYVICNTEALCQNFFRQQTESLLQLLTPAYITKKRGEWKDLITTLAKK
PfG6PD inh – PfG6PD enzyme inhibitors, primary screen, biochemical, fluorescence intensity, uHTS; inhibition, % at 20 µM; PfGluPho enzyme, NADPH resazurin-diaphorase fluorescence; AID 504690, 2011; actives 0.78% (n = 350,000);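 active = inhibition reaching at least a set limit at 20 µM in the primary screen, cut at about 59% in these data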;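 also: 0% = DMSO wells with substrate and 100% = DMSO wells lacking glucose-6-phosphate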
SENP7 block – SENP7 protease inhibitors, primary screen, biochemical, luminescence, uHTS. Sentrin-specific protease 7 (Homo sapiens), Q9BQF6. recombinant SENP7, Z-RLRGG-aminoluciferin luminescence, 40 min. inhibition, % at 5 µM. actives 1.5% (n = 330,000). AID 434973, 2010;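 active = inhibition above about 50% at the single test dose, limit read from the data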;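 also: plate controls were DMSO with enzyme for no effect and no enzyme buffer wells for full effect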
Apaf-1 inh – inhibitors of human Apaf-1 apoptosome, primary screen, biochemical, DEVD-Rh110 fluorescence, uHTS | Apoptotic protease-activating factor 1 (Homo sapiens), O14727 | reconstituted apoptosome caspase-3 activity | inhibition, % at 20 µM | actives 0.71% (n = 330,000) | AID 489030, 2010; active = inhibition of at least 40% at 20 µM;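 also: plate controls were DMSO wells for no effect and DEVD-CHO caspase inhibitor wells for full effect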
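System – cell-free apoptosome with Apaf-1, procaspase-3 and caspase-9 · Buffer or medium – pH 7.5 Hepes buffer with CHAPS, BSA, DTT · Also added – cytochrome c with DEVD-Rh110 · Times – 30 min compound preincubation, 50 min activation, room temperature · Technique – Rh110 fluorescence intensity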
SENP1 inh – human SENP1 catalytic domain inhibitors, primary screen, biochemical, FRET, uHTS; Sentrin-specific protease 1 (Homo sapiens), Q9P0U3; recombinant SENP1 catalytic domain, CyPet-SUMO1-YPet FRET cleavage; actives 0.21% (n = 360,000); inhibition, % at 10 µM;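 active = inhibition at least 30% at 10 µM, raw YFP signal under a set limit, fluorescence ratio 0.5 to 1.5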;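 also: 0% = enzyme with DMSO and 100% = no enzyme wells; some results filed as inactive read as strong as hits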
Target sequence (Q9P0U3 419-644 limits assumed): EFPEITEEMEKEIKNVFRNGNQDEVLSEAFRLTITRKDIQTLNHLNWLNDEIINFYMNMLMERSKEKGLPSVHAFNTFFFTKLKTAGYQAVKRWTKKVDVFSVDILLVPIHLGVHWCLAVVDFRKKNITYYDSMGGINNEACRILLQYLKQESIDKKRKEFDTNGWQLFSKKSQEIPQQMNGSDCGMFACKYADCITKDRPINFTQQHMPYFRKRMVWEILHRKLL
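Material – human SENP1 catalytic domain · Input – SENP1 enzyme, 20 pM final · Compound dosing – single concentration of 10 µM compound, 0.5% DMSO final · Timing – enzyme reaction for 50 min at room temperature, dark · Measured by – FRET fluorescence in CFP and YFP emission channels · Control set – no-enzyme wells low, DMSO-plus-enzyme wells high control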
NLRP3 yeast inh – NALP3 inflammasome inhibitors in reconstituted yeast, primary screen, luminescence, uHTS. Yeast reconstituted NLRP3/ASC/caspase-1, beta-gal luminescence, 24 h. actives 0.39% (n = 330,000). inhibition, % at 10 µM;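 active = inhibition of 50% or more; inactive = inhibition below 50%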;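 also: plate controls were induced DMSO wells for no effect and uninduced yeast grown without galactose for full effect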
SENP6 inh – SENP6 protease inhibitors, primary screen, biochemical, luminescence, uHTS; Recombinant SENP6 catalytic domain, aminoluciferin luminescence; Sentrin-specific protease 6 (Homo sapiens), Q9GZR1; actives 1.8% (n = 330,000); AID 2599, 2010; inhibition, % at 10 µM;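 active = inhibition above about 50% at the single tested dose, limit read from the data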;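 also: plate controls were DMSO wells with enzyme for no effect and DMSO wells lacking enzyme for full effect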
Target sequence (Q9GZR1 628-1112 limits assumed): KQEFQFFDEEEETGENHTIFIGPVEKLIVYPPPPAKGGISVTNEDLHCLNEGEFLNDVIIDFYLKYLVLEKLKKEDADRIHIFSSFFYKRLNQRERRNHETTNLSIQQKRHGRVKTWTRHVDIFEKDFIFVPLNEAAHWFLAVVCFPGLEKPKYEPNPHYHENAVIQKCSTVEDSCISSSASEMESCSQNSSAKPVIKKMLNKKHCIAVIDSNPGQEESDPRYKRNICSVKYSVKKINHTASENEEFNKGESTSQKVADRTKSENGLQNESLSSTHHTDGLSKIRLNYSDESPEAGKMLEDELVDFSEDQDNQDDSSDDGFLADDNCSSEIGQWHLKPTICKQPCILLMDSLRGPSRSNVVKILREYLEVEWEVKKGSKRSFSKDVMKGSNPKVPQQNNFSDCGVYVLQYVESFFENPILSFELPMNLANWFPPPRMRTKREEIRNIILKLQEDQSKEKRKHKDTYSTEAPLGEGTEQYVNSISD
HKDC1 inhibitor – HKDC1 hexokinase inhibitors, primary screen, biochemical, fluorescence, uHTS | recombinant HKDC1, G6PDH/diaphorase resazurin coupled fluorescence | inhibition, % at 20 µM | actives 0.16% (n = 340,000);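 active = inhibition above about 35% when tested at 20 µM, limit read from the data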;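 also: plate controls were DMSO wells with enzyme for no effect and DMSO wells lacking enzyme for full effect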
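Test system: recombinant HKDC1 (HK5) hexokinase enzyme, produced in-house / Doses: 20 µM test compound, 1% DMSO / Timing: 90 min, room temperature / Detection: G6PDH/diaphorase-coupled fluorescence, 1 mM NADP, 100 µM resazurin, 525/613 nm / Control set: DMSO wells with and without enzyme mix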
SENP8 block-2 – human SENP8 protease inhibitors, primary screen, biochemical, fluorescence, Nedd8 protein substrate, uHTS; inhibition, % at 20 µM; AID 602440, 2012; actives 0.64% (n = 360,000); recombinant SENP8; in the data active = inhibition mostly above about 40%, no sharp cut-off; inactive = mostly below about 27%
* hit, by the source's call; nt = not tested or not shown; & = joins results of further samples. These rows are one share of the data. The share of hits here may be higher or lower than overall.

SMILES	SENP8 block-1	PfG6PD inh	SENP7 block	Apaf-1 inh	SENP1 inh	NLRP3 yeast inh	SENP6 inh	HKDC1 inhibitor	SENP8 block-2
Cc1ccc(Cn2ccccc2=N)cc1	nt	4	nt	nt	3	nt	nt	-6	17
COc1ccc(/C=C/C2=CCN(C)CC2)cc1	-2	-7	-2	-8	-12	1	11	-12	-13
CC(C)CCC1(CN2CCCC2=O)C(=O)NC(=O)NC1=O	0	-23	0	-3	1	10	5	-15	18
CCOC(=O)C1C(OC(=O)c2ccccc2)CC2CCC1N2C (stereo not drawn)	nt	-7	nt	nt	2	nt	nt	-1	2
Cc1cccc(NC(=O)N2C[C@H]3C[C@@H](C2)c2cccc(=O)n2C3)c1	-11	-14	-12	1	-1	-4	-22	-2	14
COC(=O)C1=C(c2ccc(F)cc2OCc2ccccc2)C[C@@H]2CC[C@H]1N2C(=O)NCc1ccccc1OC	1	1	4	20	2	13	0	4	18
CCCCCC1(C(C)C)C(=O)NC(=S)NC1=O	nt	14	nt	nt	0	nt	nt	1	13
COC(=O)c1c(C)n(Cc2ccco2)c2ccc(O)cc12	-8	-8	0	-19	-3	3	-5	5	-7
O=[N+]([O-])O[C@H]1CO[C@H]2[C@@H]1OC[C@H]2O[N+](=O)[O-]	4	-10	-3	-12	-1	3	9	-5	2
COc1ccc(-n2c(O)c(/C=C3\C=Nc4ccc(Br)cc43)c(=O)[nH]c2=O)cc1	-3	5	-3	16	-4	19	9	32	18
CCOP(=S)(OCC)SCC(=O)NC(C)(CC)C(=O)O (stereo not drawn)	7	1	-1	3	0	-2	-3	-5	9
Oc1ccc(/C=N/NP(=S)(c2ccccc2)c2ccccc2)cc1	1	34	2	4	-1	56*	2	2	15
O=C(C[n+]1ccn(CCCNP2(=O)C=C(c3ccccc3)OC(c3ccccc3)=C2)c1)c1ccccc1	3	-5	7	3	2	-2	-3	5	14
COc1ccccc1CCNC1C2CC3CC(C2)CC1C3 (stereo not drawn)	2	1	2	-1	2	6	-7	-10	21
CCn1c(=O)n(CC(=O)N2CCC3(CC2)OCCO3)c(=O)c2ccccc21	2	9	7	-1	1	33	-10	-4	-2
O=C(CCC(=O)N1C[C@H]2C[C@@H](C1)c1cccc(=O)n1C2)NCc1ccccc1	-2	-3	-3	-7	5	5	-19	-3	21
CSc1ccc(C(=O)C2CCCN(C)C2)cc1 (stereo not drawn)	-7	7	-5	3	1	9	-10	-11	5
COC(=O)C1=C(c2cccc(OCc3ccccc3)c2)C[C@@H]2CC[C@H]1N2C(=O)NNCc1ccccc1	11	15	4	15	1	25	4	9	15
O=C(C[N+]12CCC(CC1)C(CO)C2)c1ccc(Br)cc1 (stereo not drawn)	2	-7	7	-8	3	12	16	-8	12
Clc1ccccc1N1CCN(Cc2ccc3c(c2)OCO3)CC1	-4	-3	6	8	2	11	4	1	16
CC(=O)C1CCC2C3CC(O)C4CC(O)CCC4(C)C3CCC12C (stereo not drawn)	nt	-6	nt	nt	1	nt	nt	-5	22
c1ccc(-c2nnc(C3CC(c4cccnc4)=NO3)o2)cc1 (stereo not drawn)	2	-7	-10	-2	-5	5	-4	-2	-44
O=[N+]([O-])c1cccc2c([As](=O)(O)O)cccc12	-11	-12	-3	-2	1	-5	5	0	22
CCNC(=O)NC(=O)C(C)OC(=O)c1c(C)nn(Cc2ccccc2Cl)c1Cl (stereo not drawn)	1	7	1	9	2	3	-5	-8	5
Cc1ccc(-n2c(O)c(C=Nc3ccc(Br)cn3)c(=O)[nH]c2=O)cc1	-1	29	3	4	1	27	-4	-7	-337
NP(=O)(Oc1ccc(Cl)cc1)Oc1ccc(Cl)cc1	-11	10	7	19	1	40	9	-7	5
Cc1ccc2c(c1)C1CN(C)CCC1N2C(=O)c1cccs1 (stereo not drawn)	0	-1	0	-10	-1	0	-23	-5	11
CCN(CC)CCN=C(C)c1c(O)n(-c2ccccc2OC)c(=O)[nH]c1=O	-1	-17	4	1	-2	12	17	-8	1
O=c1[nH]c(=S)n(-c2cccc(Cl)c2)c(O)c1C=NCCN1CCNCC1	-9	16	-2	6	-2	14	-19	-4	13
O=[N+]([O-])c1ccc(N2CCCCCC2)c2ncccc12	8	-2	7	10	-10	54*	4	9	14

An excerpt from above, reduced to NLRP3 yeast inh, SENP8 block-2 and SENP1 inh.
SMILES	NLRP3 yeast inh	SENP8 block-2	SENP1 inh
O=c1[nH]c(=S)n(-c2cccc(Cl)c2)c(O)c1C=NCCN1CCNCC1	14	13	-2
Clc1ccccc1N1CCN(Cc2ccc3c(c2)OCO3)CC1	11	16	2
NP(=O)(Oc1ccc(Cl)cc1)Oc1ccc(Cl)cc1	40	5	1

One compound at a time, as listed above. Order of screens: SENP8 block-1 | PfG6PD inh | SENP7 block | Apaf-1 inh | SENP1 inh | NLRP3 yeast inh | SENP6 inh | HKDC1 inhibitor | SENP8 block-2
Shown for COC(=O)c1c(C)n(Cc2ccco2)c2ccc(O)cc12 : -8 | -8 | 0 | -19 | -3 | 3 | -5 | 5 | -7
Shown for COc1ccc(-n2c(O)c(/C=C3\C=Nc4ccc(Br)cc43)c(=O)[nH]c2=O)cc1 : -3 | 5 | -3 | 16 | -4 | 19 | 9 | 32 | 18

An excerpt from further up, as a working copy:
SMILES	SENP8 block-1	PfG6PD inh	SENP7 block	Apaf-1 inh	SENP1 inh	NLRP3 yeast inh	SENP6 inh	HKDC1 inhibitor	SENP8 block-2
O=C(CCC(=O)N1C[C@H]2C[C@@H](C1)c1cccc(=O)n1C2)NCc1ccccc1	-2	-3	-3	-7	5	5	-19	-3	21
CSc1ccc(C(=O)C2CCCN(C)C2)cc1 (stereo not drawn)	-7	7	-5	3	1	9	-10	-11	5
COC(=O)C1=C(c2cccc(OCc3ccccc3)c2)C[C@@H]2CC[C@H]1N2C(=O)NNCc1ccccc1	11	15	4	15	1	25	4	9	15

(continued)
SMILES	SENP8 block-1	PfG6PD inh	SENP7 block	Apaf-1 inh	SENP1 inh	NLRP3 yeast inh	SENP6 inh	HKDC1 inhibitor	SENP8 block-2
CSc1ccc(C(=O)C2CCCN(Cc3cccnc3)C2)cc1 (stereo not drawn)	-6	1	-9	12	0	12	-7	-6	0
Cc1nn(Cc2ccccc2)c(C)c1C=C1C(=O)NC(=O)NC1=O	-8	1	3	-4	1	3	-17	6	15
O=C(COc1ccc2ccc(=O)oc2c1)N1CCC(C(=O)O)(c2ccccc2)CC1	3	3	-4	-6	2	4	1	-5	-192
CC1(C)CC(=O)C(C=NCCN2CCN(C(=O)Cc3ccccc3)CC2)=C(O)C1	-3	9	-5	-3	4	17	-12	16	10
S=P(Nn1cnnc1)(c1ccc(Br)cc1)c1ccc(Br)cc1	-1	24	3	29	2	3	0	-3	14
COC(=O)C1=C(c2cccc(OC)c2OC)C[C@@H]2CC[C@H]1N2C(=O)NCc1ccccc1	-10	10	5	-4	-1	13	-7	-7	5
NNCc1ccccc1	nt	-6	nt	nt	-3&2	nt	nt	-5	21&20
CCN1CCc2ccccc2C1	4	7	1	-11	3	-6	-15	-6	25
CN=C(SCc1cc2c(cc1Cl)OCO2)c1c(O)n(C)c(=O)n(C)c1=O	6	-1	8	3	2	26	1	8	19
Cc1ccccc1C(=O)N1Cc2cnnn2-c2ccccc2C1C#N (stereo not drawn)	nt	7	nt	nt	2	nt	nt	-6	6
COC(=O)C1=C(c2cccc(OCc3ccccc3)c2)C[C@@H]2CC[C@H]1N2C(=O)NCCN1CCOCC1	2	12	0	2	0	6	4	-10	21
Oc1cccc(/C=N/NP(=S)(c2ccccc2)c2ccccc2)c1	0	-12	-2	2	-2	23	7	3	-7
CCCCCCN1CCN(c2ccccc2Cl)CC1	-5	1	7	-3	0	-7	-11	-5	15
O=Cc1c(C(=O)O)n(Cc2ccc(Cl)cc2)c2ccccc12	-4	-1	1	9	68	11	8	-8	-5
OC1(c2ccc(F)cc2)CC2CCC(C1)N2Cc1nnnn1C1CCCCC1 (stereo not drawn)	-4	1	-10	-10	2	-7	-1	-10	16
Cc1cccc(C)c1OP(N)(=O)Oc1c(C)cccc1C	1	14	5	1	1	21	0	1	8
CCc1cc2c(N3CCN(C)CC3)ncnc2s1	2	-18	5	11	0	-14	1	-4	-6
CC12CCC(=O)C=C1CC(N1CC1)C1C2CCC2(C)C(O)CCC12 (stereo not drawn)	nt	8	nt	nt	-55	nt	nt	-6	-36
CCC(=NCCCN(CC)CC)c1c(O)n(C2CCCCC2)c(=O)[nH]c1=O	4	-11	4	4	-18	-3	-5	-6	2
Cc1cc(OCc2cc(C(=O)O)oc2C)c2c3c(c(=O)oc2c1)CCCC3	-9	-38	-4	3	-1	13	-12	22	-150
COc1ccc2c(c1OC)C(=O)OC2c1c(O)n(Cc2ccc(F)cc2)c(=O)[nH]c1=O (stereo not drawn)	0	-2	4	-3	-1	-7	1	0	8
O=C(c1cnn2c(C(F)(F)F)cc(-c3ccccc3)nc12)N1CCC2(CC1)OCCO2	1	-10	-1	-7	-4	-1	-27	-4	-67
COc1ccccc1-n1c(-c2ccoc2)nc2ccccc2c1=O	-1	12	0	0	2	11	7	-9	19
O=C1CC(=O)N(Cc2ccccc2)C(=O)N1Cc1ccccc1	nt	-3	nt	nt	-14	nt	nt	-3	10
O=C1CN(O)C(c2ccccc2)=c2cc(Br)ccc2=N1	6	9	-6	-13	1	28	-35	-4	21

Copied from the list:
Result of COc1ccc2c(c1OC)C(=O)OC2c1c(O)n(Cc2ccc(F)cc2)c(=O)[nH]c1=O (stereo not drawn) under SENP8 block-2: 8
Result of CC12CCC(=O)C=C1CC(N1CC1)C1C2CCC2(C)C(O)CCC12 (stereo not drawn) under SENP8 block-2: -36

Bioassay records (PubChem BioAssay)
